From PubChem BioAssay
RT RNaseH block – inhibitors of HIV-1 reverse transcriptase RNase H; P04585; RT-RNase H RNA/DNA duplex cleavage, fluorescence; inhibition, % at 10 µM; 65,000 tested, 1.9% active; AID 565; in the data active = inhibition above about 50%
RmlC RmlD mix – inhibitors of RmlC and RmlD coupled enzymes; RmlC/RmlD coupled enzyme inhibition, 384-well mixture HTS; inhibition, % at 5.5 µM; 110,000 tested, 0.39% active; in the data active = inhibition above about 30%, passing the limit was not always enough; note: strong numbers were not always called active
Numbers without * were called inactive; . = no result given.

SMILES | RT RNaseH block | RmlC RmlD mix
COc1ccccc1N1CCN(c2cc(=O)n(-c3ccc(Cl)cc3)c(=O)[nH]2)CC1 | -9 | -9
O=C(COc1ccc2c(c1)OCO2)NC12CC3CC(CC(C3)C1)C2 | 0 | 7
COC(=O)NCCOC(=O)N(O)c1ccc(Br)cc1 | -3 | -7
O=C(c1ccc(COc2ccc(F)cc2)o1)n1cc(Br)cn1 | . | 12
Cc1c(Nc2cc(N3CCCCCC3)c3nonc3c2[N+](=O)[O-])c(=O)n(-c2ccccc2)n1C | . | -5
O=C(CCNC(=O)Cn1ccc2ccccc2c1=O)NCCN1CCN(c2ccccc2F)CC1 | 3 | 10
O=C(Nc1c(C(=O)N2CCOCC2)cnn1-c1ccccc1)c1ccco1 | 0 | -8
COc1ccc(-c2csc(NC(=O)c3ccco3)n2)cc1 | . | -9
Cc1cc(C)cc(N(CC(=O)NC2CCCCC2)C(=O)CCC(=O)Nc2cc(C)ccn2)c1 | -2 | .
O=C(NCc1cccs1)c1cccnc1C(=O)O | -6 | 0
NC(=O)CN1C(=O)C2CCCCN2C(=O)c2ccccc21 (centres undefined) | -12 | -10
CCOc1cccc2cc(C(N)=O)c(=NCc3ccccc3)oc12 | . | 11
Clc1cccc(Cl)c1/C=N\Nc1nccs1 | . | -7
CCC(=S)/C=C1\Sc2ccc3ccccc3c2N1CCCS(=O)(=O)O | . | 8
Cc1ccc(C(=O)NCc2ccc(Cl)cc2)o1 | 27 | 2
CCN(CC)CCCOC(=O)C(OC(C)C)(c1ccccc1)c1ccccc1 | . | 1
CC(C)NCCCOc1ccc(C(C)(C)c2ccccc2)cc1 | . | 32
C#CCOCCOCCOCCNc1nc(N2CCN(C(=O)[C@H](CCC(=O)O)n3cc(C(N)CO)nn3)CC2)nc(N2CCN(C(=O)[C@H](CCC(=O)O)n3cc(C(N)CC(C)C)nn3)CC2)n1 (some centres undefined) | . | 17
COCCn1nnnc1C(c1ccc(C(F)(F)F)cc1)N1CCOCC1 (centres undefined) | . | 8
COc1ccc(C(=O)c2oc3ccccc3c2N)cc1 | -28 | -9
Nc1cc(N2CCCCC2)c(Cl)cc1[N+](=O)[O-] | . | -5
Nc1nnc(CCN2C(=O)CSC2=O)s1 | 3 | -9
CC1CCCCN1c1ncnc2ccccc12 (centres undefined) | . | 6
O=C(NCc1nc2ccccc2[nH]1)C1=C[C@@H](C2CCCCC2)C[C@@H](OCCCCO)O1 | . | 6
COc1ccc(/C=N/N2CCN(c3ccncc3S(=O)(=O)N3CCCCC3)CC2)cc1 | . | -16
O=C(O)[C@@H]1CCCC[C@@H]1C(=O)N1CCc2ccccc2C1CN1C(=O)c2ccccc2C1=O (some centres undefined) | -1 | -12
N#Cc1c(-c2cccs2)cc(C2CC2)nc1SCC(N)=O | . | -7
Cc1nc(Nc2ccncc2)c2oc3ccccc3c2n1 | . | 7
COCc1cc(=O)[nH]c(SCC(=O)Nc2ccccc2)n1 | -5 | -7
COc1ccc(C)cc1NC(=O)CSc1nc(SC)ns1 | -67 | -12
COC(C[C@H]1O[C@H]1C(=O)COCc1ccccc1)OC | . | -12
CCOc1cccc(OCCOc2ccccc2[N+](=O)[O-])c1 | . | -2
O=C(c1cc(=O)[nH]c2ccccc12)N1CCN(S(=O)(=O)c2ccc3ccccc3c2)CC1 | . | 10
COc1ccc(C(C#N)(CCC#N)CCC#N)cc1OC | -7 | 6
Cc1ccc(NC(=O)c2cc(NC(=O)C3CC=CCC3C(=O)O)ccc2N2CCOCC2)cc1Cl (centres undefined) | . | -31
CNc1ccc(OC(F)F)cc1C(=O)c1ccccc1 | -44 | -10
O=C(NCC1CCCO1)c1csc2c1CCCC2 (centres undefined) | -10 | 3
O=C(CCc1nc2ccccc2c(=O)[nH]1)N1CCN(C/C=C/c2ccccc2)CC1 | 0 | 4
Cn1c(=O)c2c(nc(NCc3ccccc3)n2Cc2ccc(F)cc2)n(C)c1=O | 2 | -6
Cc1ccc(NC(=O)c2ccc3ccccc3n2)nc1 | -21 | -11
O=C(CSc1cn(CCNC(=O)c2cccs2)c2ccccc12)NCc1ccccc1 | . | -7
CSc1ccc(S(=O)(=O)NCc2ccccc2Cl)cc1 | -39 | 2
CC1(C)CC(=O)C=C(c2ccc3[nH]ccc3c2)C1 | . | 12
CCc1nnc(NC(=O)c2cc3c(s2)CCCCC3)s1 | 6 | -12
CCOC(=O)C(=Cc1ccc(-c2ccsc2C(=O)OC)o1)C(=O)OCC | . | -2
COc1cccc(CC(=O)Nn2c(C)nc3ccccc3c2=O)c1 | -12 | 4
CC(C)OC(=O)c1cc(=O)[nH]c2ccccc12 | -43 | -4
CCCOc1ccc(NC(=O)CC2C(=O)N(CC)C(=S)N2Cc2cccs2)cc1 (centres undefined) | . | 10
COc1cccc(-c2nc(N3CCN(Cc4ccccc4)CC3)c3ccccc3n2)c1O | 7 | .
Cc1ccc(NC(=O)N2CCC(C(=O)NCCC3=CCCCC3)CC2)cc1 | -17 | -7

Part of the list above in order of length of the SMILES, lowest first.
SMILES | RT RNaseH block | RmlC RmlD mix
CC1CCCCN1c1ncnc2ccccc12 (centres undefined) | . | 6
Nc1nnc(CCN2C(=O)CSC2=O)s1 | 3 | -9
O=C(NCC1CCCO1)c1csc2c1CCCC2 (centres undefined) | -10 | 3
Cc1ccc(C(=O)NCc2ccc(Cl)cc2)o1 | 27 | 2
Cc1ccc(NC(=O)c2ccc3ccccc3n2)nc1 | -21 | -11
COC(=O)NCCOC(=O)N(O)c1ccc(Br)cc1 | -3 | -7
CSc1ccc(S(=O)(=O)NCc2ccccc2Cl)cc1 | -39 | 2
COc1ccc(-c2csc(NC(=O)c3ccco3)n2)cc1 | . | -9
NC(=O)CN1C(=O)C2CCCCN2C(=O)c2ccccc21 (centres undefined) | -12 | -10
COc1cccc(CC(=O)Nn2c(C)nc3ccccc3c2=O)c1 | -12 | 4
COCCn1nnnc1C(c1ccc(C(F)(F)F)cc1)N1CCOCC1 (centres undefined) | . | 8
CCN(CC)CCCOC(=O)C(OC(C)C)(c1ccccc1)c1ccccc1 | . | 1
O=C(Nc1c(C(=O)N2CCOCC2)cnn1-c1ccccc1)c1ccco1 | 0 | -8
CCCOc1ccc(NC(=O)CC2C(=O)N(CC)C(=S)N2Cc2cccs2)cc1 (centres undefined) | . | 10
COc1cccc(-c2nc(N3CCN(Cc4ccccc4)CC3)c3ccccc3n2)c1O | 7 | .
O=C(CCc1nc2ccccc2c(=O)[nH]1)N1CCN(C/C=C/c2ccccc2)CC1 | 0 | 4
COc1ccccc1N1CCN(c2cc(=O)n(-c3ccc(Cl)cc3)c(=O)[nH]2)CC1 | -9 | -9
O=C(c1cc(=O)[nH]c2ccccc12)N1CCN(S(=O)(=O)c2ccc3ccccc3c2)CC1 | . | 10
O=C(NCc1nc2ccccc2[nH]1)C1=C[C@@H](C2CCCCC2)C[C@@H](OCCCCO)O1 | . | 6
C#CCOCCOCCOCCNc1nc(N2CCN(C(=O)[C@H](CCC(=O)O)n3cc(C(N)CO)nn3)CC2)nc(N2CCN(C(=O)[C@H](CCC(=O)O)n3cc(C(N)CC(C)C)nn3)CC2)n1 (some centres undefined) | . | 17

Next section.
SMILES | RT RNaseH block | RmlC RmlD mix
Cc1onc(-c2ccccc2Cl)c1C(=O)Nc1cccnc1 | -4 | -13
COC(=O)CCCC1=CC2=C(c3ccccc3)C(=O)C(C)(OC(=O)C3CCCC3)C(=O)C2=CN1C1CCCCC1 (centres undefined) | . | 7
Cc1cc(C)cc(N(CC(=O)NCC2CCCO2)C(=O)CN2C(=O)COc3ccccc32)c1 (centres undefined) | -2 | 8
Cc1ccc(NC(=O)CS(=O)CC(=O)NCC2OCCc3ccccc32)c(C)c1 (centres undefined) | -2 | -1
COc1ccc(C(=O)Nc2ccc(O)c3c(=O)cc(-c4cccc(Cl)c4)oc23)cc1 | . | 6
CCCn1c(N)c(C(c2ccc(OC)cc2)N2CCN(c3ccccc3)CC2)c(=O)[nH]c1=O (centres undefined) | . | -1
O=C(Oc1ccccc1)c1ccc2nsnc2c1 | . | -17
O=C(c1ccc2c(=O)n3c(nc2c1)CCCCC3)N1CCN(Cc2ccccc2)CC1 | . | 6
CCN(CC)C(=O)c1sc2nc(-c3cccs3)cc(-c3cccs3)c2c1N | 52* | .
CCN(CC)CCN1C(=O)C(=O)/C(=C(/O)c2cccc(OC)c2)C1c1ccccn1 (centres undefined) | -10 | -17
Cc1ccc(/C=C/C(=O)c2cc(Br)ccc2OC(=O)c2ccco2)cc1 | . | -63
N#CC(c1ccc(O)cc1)N1CCOCC1 (centres undefined) | . | 5
O=C(Nc1ccc(C(=O)Oc2ccccc2)c(O)c1)c1ccco1 | -2 | 11
Cc1ccccc1NC(=O)CN1C(=O)COc2ccc(Cl)cc21 | -11 | 4
COCc1cc(Sc2cccc(Cl)c2Cl)nc(-c2ccccc2)n1 | . | -12
Cc1ccc(Sc2cc(Cl)nc(N)n2)cc1 | . | 5
C=CCN1C=CC(=C/C=C(/C#N)C(=O)OCC)C=C1 | . | 2
O=C(Cn1c(C(F)(F)F)nc2ccccc21)Oc1cccc(C(F)(F)F)c1 | . | 5
O=C(CSc1nnnn1-c1ccccc1)CSc1nnnn1-c1ccccc1 | -23 | -2
CCN(CC)c1nc(C(N)=O)cc(-c2ccccc2)n1 | . | 1
CCOc1ccc(/C(O)=C2/C(=O)C(=O)N(CCN(CC)CC)C2c2ccco2)cc1 (centres undefined) | -12 | .
CCCCN1C(=O)C(O)(CC(=O)c2ccccc2OC)c2ccccc21 (centres undefined) | -7 | -9
Cn1cccc1C(=O)NC(=O)COC(=O)CC12CC3CC(CC(C3)C1)C2 | . | -8
COc1ccc(-c2[nH]c(-c3ccccc3)nc2SCC(=O)Nc2nccs2)cc1 | . | 5
O=C(Cc1ccccc1)N1CCCC1c1ccccc1 (centres undefined) | -10 | -2
CC(C)N1C(=O)C2C(c3ccccc3O)NC(C)(C(=O)O)C2C1=O (centres undefined) | -10 | -9
CCOC(=O)c1cc(=O)n2nc(-c3ccc(C)cc3)nc2s1 | 11 | 2
CCOC(=O)CSc1nnc([C@H](C)NC(=O)OC(C)(C)C)o1 | -4 | -15
COc1ccccc1N(CC(=O)Nc1cccnc1)S(=O)(=O)c1ccccc1 | . | -7
O/N=C1/CCc2nonc2/C1=N/O | -10 | 3
COc1ccc(/C=N/Nc2nnc(-c3ncc[nH]3)c3ccccc23)cc1 | . | -5
CC(CCc1ccco1)NC(=O)Cn1ncc2c1-c1ccccc1OC2 (centres undefined) | -3 | 7
C/C(N)=N\S(=O)(=O)c1ccc(Cl)cc1 | -11 | .
CC(C)NC(=O)CC(=O)N/N=C/c1ccc(F)cc1 | . | -11
COc1ccc(C(C(=O)Nc2ccc(C(C)C)cc2)N(C)C(=O)CNC(C)=O)cc1 (centres undefined) | . | -53
Cn1c(CC2C(=O)Nc3ccc(Br)cc32)nc2ccccc2c1=O (centres undefined) | -72 | .
CCOC(=O)CSc1nc(C)cc(C)n1 | . | -14
Clc1ccc(-n2nnnc2SCc2c(-c3ccccc3)nc3sccn23)cc1 | 1 | 5
COc1cc2c(cc1OC)CN(C(=O)COc1ccc(C#N)cc1)CC2 | -11 | -12
COc1cc(-c2nnc(SCc3cccnc3)n2C)cc(OC)c1O | 6 | 1
CCOC(=O)c1ccc(NC(=O)c2nc[nH]c2C(=O)N[C@@H](C)C(=O)OC(C)(C)C)cc1 | . | -13
CCC1CCCCN1C(=O)CSc1nnc(CNC(=O)c2cc(OC)c(OC)c(OC)c2)o1 (centres undefined) | -6 | 9
CCOC(=O)c1c(NC(=O)c2cc(C3CC3)on2)sc2c1CCCC2 | 84* | .
CC(NC(=O)c1cncc(Br)c1)c1ccc(S(N)(=O)=O)cc1 (centres undefined) | -5 | -21
CCOC(=O)Nc1sc(=S)n(C)c1C | 33 | -14
O=P(Cc1ccncc1)(c1ccccc1)c1ccccc1 | . | 9
CCCc1cc(=O)[nH]c(SCCOc2ccc(OCC)cc2)n1 | . | 4
CC(SCc1ccccc1)C(=O)N/N=C/c1ccc2c(c1)OCO2 (centres undefined) | . | 3
Cc1ccccc1NC(=O)c1ccccc1NC(=O)c1ccco1 | -21 | -3
COc1ccccc1OCc1ccc(C(=O)NCc2ccco2)o1 | -15 | -57
Next part
SMILES | RT RNaseH block | RmlC RmlD mix
C[C@@]12CCC=C[C@H]1[C@H](c1ccc(/C=C/c3ccccc3)cc1F)N(Cc1ccccc1)C2=O | . | -7
CC(C)C(=O)NC(=S)Nc1ccccn1 | . | 4
COc1cc(C(=O)NCCCNc2nc3cc(C)cc(C)c3cc2C#N)cc(OC)c1OC | . | -7
COc1ccc(-c2cc(C(F)(F)F)n3nc(C(=O)O)cc3n2)cc1OC | -5 | -1
COc1cc(O)c2c(=O)cc(-c3ccccc3)oc2c1 | . | 11
CCC(=O)N(Cc1ccco1)c1nc(-c2ccc(OC)cc2)cs1 | . | 1
CCCCCn1c(=S)[nH]c2ncccc2c1=O | -3 | .
CCn1c(Cc2c(C)[nH]c3ccccc23)nnc1SCC(=O)NCc1ccco1 | . | 8
CCOC(=O)N1CCN(S(=O)(=O)c2ccc3c(c2)CCN3C(=O)C2CC2)CC1 | 1 | 5
COC(=O)c1sc(NC(=O)CSc2nnc(C(C)C)n2C)nc1C | -6 | -17

Molecules shown so far that contain bromine, in the order listed:
SMILES | RT RNaseH block | RmlC RmlD mix
COC(=O)NCCOC(=O)N(O)c1ccc(Br)cc1 | -3 | -7
O=C(c1ccc(COc2ccc(F)cc2)o1)n1cc(Br)cn1 | . | 12
Cc1ccc(/C=C/C(=O)c2cc(Br)ccc2OC(=O)c2ccco2)cc1 | . | -63
Cn1c(CC2C(=O)Nc3ccc(Br)cc32)nc2ccccc2c1=O (centres undefined) | -72 | .
CC(NC(=O)c1cncc(Br)c1)c1ccc(S(N)(=O)=O)cc1 (centres undefined) | -5 | -21

Going on with the list.
SMILES | RT RNaseH block | RmlC RmlD mix
Cc1cccc(NC(=O)c2sc3nc(-c4ccc(F)cc4)cn3c2C)n1 | 33 | -5
CCOC(=O)C1CCN(C(=O)c2ccccc2Oc2ccccc2)CC1 | 2 | -11
CN1C(=O)C(C(=O)NC(C)(C)C)C2c3ccccc3OC13CCCCC23 (centres undefined) | -26 | -12
Cc1oc(-c2ccccc2F)nc1CN1CCC(C(=O)NCc2ccco2)CC1 | 4 | -4
COc1ccc(NC(=O)N2c3ccccc3CC2C)cc1OC (centres undefined) | 1 | -9
O=C(OCc1cnc(Cl)s1)c1ccc(Cl)cc1 | . | 10

These rows are one share of the data, so the mix of outcomes need not match the whole.
